# Assay outcomes as filed in PubChem.
# M. tuberculosis HTS: M. tuberculosis growth inhibition, HTS (AID 449762) | inhibition, % at 25 µM, or IC50 in µM where a hit was titrated | M. tuberculosis H37Rv growth inhibition, 7H9 media; higher % means a stronger effect | actives 0.59% (n = 330,000); in the data active means a potency from the dose series; inconclusive means inhibition above about 70% without an active follow-up result;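 further: bacterial growth assessed after seven days of incubation; strong numbers were not always called active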
# Salmonella PhoP GFP: PhoP regulon inhibitors, Salmonella typhi PhoP promoter GFP reporter, confirmatory (AID 1850). inhibition, % at 50 µM; hits with a dose series show IC50 in µM. actives 0.33% (n = 310,000). Salmonella Typhi PhoP-promoter GFP reporter, fluorescence, 4 h; higher % means a stronger effect; in the data active means a potency from the dose series; inconclusive means inhibition mostly from about 25% at the one dose, without a potency; inactive means the rest, 99 in 100 with inhibition below about 19%;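 further: 0% = induced wells with vehicle and 100% = uninduced wells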
# VEEV TC-83 Vero: inhibitors of VEEV TC-83 cytopathic effect, confirmation, Vero cells (AID 588727) | Vero cells, VEEV TC-83 cytopathic effect inhibition; higher % means a stronger effect | inhibition, % at 20 µM, or IC50 in µM where a hit was titrated | actives 0.13% (n = 350,000); in the data active means a potency from the dose series; inconclusive means inhibition mostly from about 14% at the one dose, without a potency; inactive means the rest, 99 in 100 with inhibition below about 12%; further: strong numbers were not always called active
# tuberculosis growth: growth inhibition of non-replicating M. tuberculosis (AID 488890). Mycobacterium tuberculosis non-replicating, growth inhibition; higher % means a stronger effect. inhibition, % at 25 µM; hits with a dose series show IC50 in µM. actives 0.39% (n = 320,000); in the data active means a potency from the dose series; inconclusive means inhibition mostly from about 82% at the one dose, without a potency; inactive means the rest, 99 in 100 with inhibition below about 76%;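 further: plate controls were DMSO cells for no effect and high antibiotic wells for full effect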
# influenza NS1A: NS1A inhibition, H1N1 influenza, cell based functional assay (AID 504329); NS1A functional cell-based assay, percent inhibition; higher % means a stronger effect; one-dose inhibition, % at 12.5 µM; IC50 in µM for titrated hits; actives 0.3% (n = 340,000); in the data active means a potency from the dose series; inconclusive means inhibition above about 27% without an active follow-up result; further: strong numbers were not always called active
# VEEV TC-83 Vero 10K pilot screen: further read-out of VEEV TC-83 Vero, marked with its call; inhibition, %; measured here: 10K pilot screen inhibition
# The depositor's hits bear a star; i = inactive; ? = inconclusive; / = no result given.
# A first look, three compounds:
SMILES,M. tuberculosis HTS,Salmonella PhoP GFP,VEEV TC-83 Vero,tuberculosis growth,influenza NS1A,others
NC(=O)CN1CCN(C(=O)NC2CCCCC2)CC1,-5%,-5%,0.0%,-18%,-2%,
Cc1ccc(NC(=S)NC(=O)c2ccc(-c3ccc(Cl)cc3)o2)c(O)c1,-5%,-4%,1.1%,5%,2%,
CCOC(=O)N1CCN(C(=O)CSc2ccc(Cl)cc2)CC1,-1%,-4%,1.5%,26%,8%,

# Results, from the start:
SMILES,M. tuberculosis HTS,Salmonella PhoP GFP,VEEV TC-83 Vero,tuberculosis growth,influenza NS1A,others
NC(=O)CN1CCN(C(=O)NC2CCCCC2)CC1,-5%,-5%,0.0%,-18%,-2%,
Cc1ccc(NC(=S)NC(=O)c2ccc(-c3ccc(Cl)cc3)o2)c(O)c1,-5%,-4%,1.1%,5%,2%,
CCOC(=O)N1CCN(C(=O)CSc2ccc(Cl)cc2)CC1,-1%,-4%,1.5%,26%,8%,
Nn1cc(-c2ccccc2)nc1SCC(=O)NCC(F)(F)F,0%,4%,0.4%,-3%,-9%,
NS(=O)(=O)c1ccc(NCc2cc(Cl)ccc2OCc2ccccc2F)cc1,8%,-15%,i,14%,3%,
Cc1ccc(C(=O)Nc2ccnc(-c3cccnc3)n2)cc1,-6%,0%,4.1%,14%,2%,
CC(C)C(NS(=O)(=O)c1c(Cl)cccc1Cl)C(=O)OCC(=O)c1c[nH]c2ccccc12 (stereo not given),-3%,13%,8.8%,6%,3%,
O=C(Nc1nc2ccc(Cl)cc2s1)[C@@H]1CCCN1C(=O)c1cccs1,8%,-5%,0.2%,1%,0%,
C(=NN1CCCCCC1)c1ccc2c(c1)OCO2,/,/,6.2%,/,15%,
Nc1cccc2[nH]c(C(F)(F)F)nc12,3%,-2%,1.8%,2%,11%,
CO/N=C/c1ccc(Sc2ccccc2)c([N+](=O)[O-])c1,1%,-14%,5.1%,16%,-1%,
O=C(NCc1ccccc1)C1=C[C@H](C2CCCCC2)C[C@H](OCc2ccc(CO)cc2)O1,4%,-1%,i,1%,3%,VEEV TC-83 Vero 10K pilot screen=0.7
COc1ccccc1CNC(=O)C(C)n1cccc1C(=O)c1ccccc1 (stereo not given),-2%,-12%,i,10%,0%,
CCOc1ccc(NC(=O)c2ccccc2NS(=O)(=O)c2ccc(F)cc2)c([N+](=O)[O-])c1,10%,-6%,2.0%,-16%,0%,
Cc1cc(=O)n2c3c(cccc13)CCC2,-1%,-1%,i,-16%,-4%,
O=C(CCN1CC2CCC(CC2)C1)c1cccs1,/,/,3.0%,/,2%,
CS(=O)(=O)N1CCC(C(=O)Nc2ccc(Cl)c(Cl)c2)CC1,3%,0%,3.7%,25%,/,
Cn1cc(CNC(=O)c2ccc(OC3CCN(Cc4ccccn4)CC3)cc2)cn1,-6%,-5%,1.7%,1%,2%,
O=C(Cn1nc(-c2cccc([N+](=O)[O-])c2)c2ccccc2c1=O)NCC1CCCO1 (stereo not given),52%,-2%,4.3%,11%,8%,
O=C(COc1ccc(C(=S)N2CCOCC2)cc1)Nc1ccccc1C(F)(F)F,5%,-1%,0.1%,7%,6%,
CCCc1nc2sc3c(=O)n(N)cnc3c2c2c1COC(C)(C)C2,2%,-6%,/,-1%,/,
COc1ccc(CNC(=O)CCNC(=O)c2ccco2)cc1OC,/,/,0.2%,/,2%,
COCCCNC(=O)c1ccc([N+](=O)[O-])cc1,-8%,-5%,0.2%,14%,8%,
O=C1NC(Cc2ccccc2)c2nc3ccc(F)cc3c(=O)n2-c2ccccc21 (stereo not given),8%,/,/,1%,/,

# Looked up by structure from the list above, 2 records:
SMILES,M. tuberculosis HTS,Salmonella PhoP GFP,VEEV TC-83 Vero,tuberculosis growth,influenza NS1A,others
COc1ccc(CNC(=O)CCNC(=O)c2ccco2)cc1OC,/,/,0.2%,/,2%,
COc1ccccc1CNC(=O)C(C)n1cccc1C(=O)c1ccccc1 (stereo not given),-2%,-12%,i,10%,0%,

# Among those listed so far, these have a nitro group on carbon:
SMILES,M. tuberculosis HTS,Salmonella PhoP GFP,VEEV TC-83 Vero,tuberculosis growth,influenza NS1A,others
CO/N=C/c1ccc(Sc2ccccc2)c([N+](=O)[O-])c1,1%,-14%,5.1%,16%,-1%,
CCOc1ccc(NC(=O)c2ccccc2NS(=O)(=O)c2ccc(F)cc2)c([N+](=O)[O-])c1,10%,-6%,2.0%,-16%,0%,
O=C(Cn1nc(-c2cccc([N+](=O)[O-])c2)c2ccccc2c1=O)NCC1CCCO1 (stereo not given),52%,-2%,4.3%,11%,8%,
COCCCNC(=O)c1ccc([N+](=O)[O-])cc1,-8%,-5%,0.2%,14%,8%,

# More results follow:
SMILES,M. tuberculosis HTS,Salmonella PhoP GFP,VEEV TC-83 Vero,tuberculosis growth,influenza NS1A,others
O=C(O)c1ccc(N/N=C/c2ccc(-c3ccccc3Cl)o2)cc1,13%,-2%,0.1%,36%,-1%,
CCCN(CCC)S(=O)(=O)c1cccc(C(=O)N=c2sccn2C)c1,-1%,-5%,6.8%,17%,-12%,
Cc1cc(NC(=O)CCCC(=O)Nc2ccc(F)cc2)no1,0%,-12%,0.2%,8%,22%,
O=S(=O)(Cc1ccc(Cl)cc1)N1CCN(c2ncccn2)CC1,2%,-6%,1.6%,-24%,-2%,
O=c1cc(-c2ccccc2)oc2cc(O)ccc12,/,/,5.1%,/,5%,
CCCN1C(=O)C(O)(c2c(C)[nH]c3ccccc23)c2ccccc21 (stereo not given),-6%,-5%,0.9%,21%,9%,
Cc1ccc2cccc(NC(=S)NC(=O)c3c(Br)cnn3C)c2n1,?,-8%,1.6%,1%,4%,
COc1ccc(OC)c(CNc2ncc(-c3cccc([N+](=O)[O-])c3)n2C)c1,3%,-2%,i,51%,7%,
Cc1cc(C)c2c3c(sc2n1)C(c1cccc(F)c1)C(C#N)=C(N)O3 (stereo not given),12%,-7%,13%,?,5%,
COc1ccc(C(c2oc(CO)cc(=O)c2O)c2oc(CO)cc(=O)c2O)cc1,-5%,5%,0.2%,-9%,-6%,
CCOc1ccccc1NS(=O)(=O)c1ccc2c(c1)n(C)c(=O)c(=O)n2C,1%,-1%,i,18%,-6%,VEEV TC-83 Vero 10K pilot screen=1.4
COc1ccc(NC(=O)C2CCN(S(=O)(=O)c3c(C)noc3C)CC2)cc1,4%,9%,i,-6%,7%,
COC(=O)CC/C(O)=C1/C(=N)CC(C)(C)CC1=O,3%,-1%,1.0%,-3%,0%,
O=C(O)c1cn(Cc2ccccc2)nc1-c1ccccc1,8%,-1%,1.1%,8%,8%,
CC(Oc1ccc(Br)cc1)C(=O)NCC(c1ccco1)N1CCCCC1 (stereo not given),0%,2%,i,10%,-16%,
CNC(=O)CSc1nnc(-c2ccco2)n1-c1ccccc1,-3%,1%,i,-14%,-4%,
O=C(NC1CCN(S(=O)(=O)c2ccc(F)cc2)CC1)c1cccc(F)c1,3%,3%,0.8%,3%,-7%,
Cc1ccc(NC(=S)N/N=C2\CCCCC2C)cc1 (stereo not given),5%,2%,1.1%,19%,9%,
COc1ccccc1OCC#CCN1CCCCCC1,3%,4%,0.0%,-10%,-10%,
O=C1N[C@@H](c2ccccc2)COC(=O)[C@@H](Cc2ccc(F)cc2)CC/C=C/C[C@@H]1CC(=O)N(CCO)Cc1ccccc1,-6%,/,2.8%,60%,-8%,
COc1ccc(C(=O)OCCN2CCCCC2)cc1,-5%,17%,1.1%,/,-12%,VEEV TC-83 Vero 10K pilot screen=0.0
Cc1cc(-c2[nH]nc3c2C(c2ccc(Cl)cc2)C(C#N)=C(N)O3)c(C)s1 (stereo not given),6%,5%,3.9%,19%,4%,VEEV TC-83 Vero 10K pilot screen=1.3
O=C(NNS(=O)(=O)c1ccccc1[N+](=O)[O-])c1cc2ccccc2cc1O,-2%,3%,2.1%,-3%,1%,
O=C(O)C1CCN(S(=O)(=O)c2ccc(Cl)s2)CC1,-2%,/,0.5%,-5%,1%,
Cc1cc(C(=O)NNC(=S)NC(C)c2ccccc2)c2ccccc2n1 (stereo not given),-6%,-4%,2.7%,5%,9%,
COCCNC(=O)CN(C(=O)c1ccc(N2CCCC2)nc1)c1ccc(F)c(Cl)c1,2%,-1%,0.9%,-9%,-4%,
Cc1ccc(CNc2nnnn2C)cc1,-1%,-7%,i,-3%,-4%,
Cc1c(C(=O)NNC(=S)Nc2cccc(Cl)c2)nnn1-c1ccccc1,-3%,-5%,2.5%,48%,-4%,
COc1ccc(C(=O)NC2c3ccccc3-c3ccccc32)cc1,1%,2%,i,-3%,1%,
COc1ccc(CCNC(=O)C(=O)N2CCCC2)cc1OC,-5%,1%,0.1%,-1%,2%,
COC(=O)C(NC(C)=O)(Nc1ccc(Br)cn1)C(F)(F)F (stereo not given),-1%,2%,0.6%,0%,0%,
Cc1ccc(C)c(N(C(=O)c2csnn2)C(C(=O)NC2CCCCC2)c2ccccn2)c1 (stereo not given),-8%,-3%,4.6%,5%,-4%,
Cc1cc(NC(=O)COC(=O)C2CC(=O)N(c3ccc(Cl)cc3)C2)no1 (stereo not given),0%,-4%,0.2%,-4%,-8%,
COc1ccc(-c2csc(NC(=O)C3=NN(c4ccccc4)C(=O)CC3)n2)cc1,-4%,-13%,11%,2%,10%,
O=C(Nc1ccc(Nc2ccncc2)cc1)c1ccc(Nc2ccnc3ccc([N+](=O)[O-])cc23)cc1[N+](=O)[O-],?,3%,i,?,22%,
CCOC(=O)/C(C#N)=C/Nc1ccccc1OC,3%,8%,7.8%,3%,-19%,

# An excerpt from above in order of length of the SMILES, largest number first:
SMILES,M. tuberculosis HTS,Salmonella PhoP GFP,VEEV TC-83 Vero,tuberculosis growth,influenza NS1A,others
Cc1ccc(C)c(N(C(=O)c2csnn2)C(C(=O)NC2CCCCC2)c2ccccn2)c1 (stereo not given),-8%,-3%,4.6%,5%,-4%,
Cc1c(C(=O)NNC(=S)Nc2cccc(Cl)c2)nnn1-c1ccccc1,-3%,-5%,2.5%,48%,-4%,
COc1ccc(C(=O)NC2c3ccccc3-c3ccccc32)cc1,1%,2%,i,-3%,1%,

# Next part:
SMILES,M. tuberculosis HTS,Salmonella PhoP GFP,VEEV TC-83 Vero,tuberculosis growth,influenza NS1A,others
Cc1ccc(OCc2nc(-c3ccc(Cl)cc3)n[nH]2)cc1,17%,6%,i,39%,-16%,
CCN(CC(=O)NCc1ccc(Cl)cc1)C(=O)c1cccc(S(=O)(=O)Nc2ccc(OC)cc2)c1,5%,2%,2.0%,7%,-6%,
CCN(CC)C(=O)N1CCN(C)CC1,-1%,7%,0.3%,-7%,-2%,
Cc1cc(C)n2nc(-c3ccc(F)cc3)nc2n1,0%,2%,i,-20%,1%,
Cc1nc2ccc(NC(=O)CS(=O)(=O)c3ccccc3)cc2s1,27%,4%,1.0%,6%,-1%,
O=C1CC(c2cccc([N+](=O)[O-])c2)c2c(ccc3ccccc23)N1 (stereo not given),-6%,13%,2.2%,-4%,0%,
O=C(O)C1Nc2ccc(C(F)(F)F)cc2C2OCCC12 (stereo not given),-5%,-2%,0.8%,-27%,3%,
COc1cccc(OC)c1OCCCCCCN1CCN(C)CC1,-2%,-6%,i,-20%,-1%,
Cc1[nH]n(-c2ccccc2)c(=O)c1N=Nc1nccs1,?,11%,2.9%,?,-14%,
COc1ccc(N=C2SC(CC(=O)Nc3ccccc3F)C(=O)N2Cc2ccco2)cc1 (stereo not given),12%,1%,6.9%,40%,0%,
